Screening results as filed in PubChem BioAssay.
APOBEC3G inh = APOBEC3G DNA deaminase inhibitors, primary screen, biochemical, fluorescence, single-stranded DNA substrate, uHTS | 330,000 tested, 0.28% active | DNA dC->dU-editing enzyme APOBEC-3G (Homo sapiens), Q9HC16 | inhibition, % at 20 µM | recombinant A3G, ssDNA deamination FAM/TAMRA fluorescence;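 active = inhibition of at least 40% at 20 µM, with no more than 30% in the related APOBEC3A deaminase screen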;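 also: plate controls were DMSO wells with A3G for no effect and wells lacking A3G enzyme for full effect; some compounds called inactive have numbers as strong as hits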
Target sequence (Q9HC16 whole entry, looked up): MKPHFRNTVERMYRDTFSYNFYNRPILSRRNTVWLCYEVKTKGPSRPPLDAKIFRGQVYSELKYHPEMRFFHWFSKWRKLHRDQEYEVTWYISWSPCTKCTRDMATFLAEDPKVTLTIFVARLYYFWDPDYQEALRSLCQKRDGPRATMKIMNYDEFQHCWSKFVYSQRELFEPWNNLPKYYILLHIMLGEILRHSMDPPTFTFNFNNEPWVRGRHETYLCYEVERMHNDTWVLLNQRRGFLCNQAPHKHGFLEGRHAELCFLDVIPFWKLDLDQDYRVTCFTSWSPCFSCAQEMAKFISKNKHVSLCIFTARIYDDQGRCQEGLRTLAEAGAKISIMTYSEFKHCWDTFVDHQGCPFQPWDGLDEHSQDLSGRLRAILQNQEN
hIAP act = human IAP activators, primary screen, biochemical, luminescence, uHTS | Intestinal-type alkaline phosphatase (Homo sapiens), P09923 | purified human IAP, CDP-Star luminescence, 30 min; hits give high values; 1 = vehicle-only enzyme, 0 = enzyme-free background | activation factor at 10 µM | 330,000 tested, 0.16% active;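 active = activation factor of the enzyme at least 2-fold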; also: the source names both 10 and 20 µM as test concentration; values of inactives mirror those of a sister screen read the other way
Target sequence (P09923 whole entry, looked up): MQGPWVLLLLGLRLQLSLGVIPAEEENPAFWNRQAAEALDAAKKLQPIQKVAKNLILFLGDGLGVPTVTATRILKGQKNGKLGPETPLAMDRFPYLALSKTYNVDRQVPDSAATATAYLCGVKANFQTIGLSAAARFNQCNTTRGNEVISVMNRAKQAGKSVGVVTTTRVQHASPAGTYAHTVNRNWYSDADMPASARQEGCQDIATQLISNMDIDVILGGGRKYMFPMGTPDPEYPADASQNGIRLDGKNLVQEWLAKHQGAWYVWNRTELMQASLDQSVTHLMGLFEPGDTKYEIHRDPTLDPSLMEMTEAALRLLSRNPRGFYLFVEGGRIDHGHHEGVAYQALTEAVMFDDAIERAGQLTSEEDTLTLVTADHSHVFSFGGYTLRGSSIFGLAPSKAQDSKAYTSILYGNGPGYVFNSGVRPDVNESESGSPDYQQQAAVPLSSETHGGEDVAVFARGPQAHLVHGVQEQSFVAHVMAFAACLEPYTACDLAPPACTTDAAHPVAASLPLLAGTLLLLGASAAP
APOBEC3A inh = APOBEC3A ssDNA deaminase inhibitors, primary screen, selectivity assay for APOBEC3G inhibitor project, biochemical, FAM/TAMRA oligo cleavage fluorescence; 330,000 tested, 0.41% active; DNA dC->dU-editing enzyme APOBEC-3A (Homo sapiens), P31941; recombinant A3A, FAM/TAMRA ssDNA deamination fluorescence; AID 493011, 2011; inhibition, % at 20 µM;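 active = at least 40% inhibition at 20 µM here, with at most 30% in a related deaminase screen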;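 also: plate controls were A3A with DMSO for no effect and wells lacking A3A enzyme for full effect; some results filed as inactive read as strong as hits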
hIAP block = human IAP inhibitors, primary screen, biochemical, luminescence, uHTS; Intestinal-type alkaline phosphatase (Homo sapiens), P09923; purified IAP, CDP-Star luminescence, 30 min; inhibition, % at 10 µM; 330,000 tested, 0.12% active;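 active = inhibition reaching a set limit with compound at 10 µM in the primary screen, cut at about 35% in these data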;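 also: plate controls were DMSO wells with enzyme for no effect and no-enzyme buffer wells for full effect; values of inactives mirror those of a sister screen read the other way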
mIAP inh = inhibitors of mouse IAP, primary screen, biochemical, luminescence, uHTS | 330,000 tested, 0.2% active | purified mouse IAP, CDP-Star luminescence, 30 min | inhibition, % at 10 µM | intestinal alkaline phosphatase [Mus musculus];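 active = inhibition of at least 40% at 10 µM in the primary screen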;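 also: plate controls were DMSO with enzyme for no effect and no enzyme wells for full effect; values of inactives mirror those of a sister screen read the other way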
MPTP inh = mitochondrial permeability transition pore inhibitors, primary screen, biochemical, isolated mouse mitochondria, absorbance | Ca2+ swelling absorbance, 30 min | AID 602449, 2012 | inhibition, % at 10 µM | 360,000 tested, 1.4% active;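 active = inhibition of 50% or more, scaled per plate between neutral and stimulator controls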;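 also: 0% = DMSO wells given calcium and 100% = 1 mM EGTA wells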
beta cell repl = inducers of MIN6 beta-cell proliferation, primary screen, ATP luminescence, uHTS | MIN6 cells proliferation, ATPlite luminescence, 48 h; cells starved in 0.2% serum; 100% = growth in 10% serum | proliferation, % at 10 µM | 330,000 tested, 0.29% active;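 active = compounds whose signal lies at least 3.5 SD above the mean of all wells on their plate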;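 also: 0% = DMSO-treated cells in low-serum medium and 100% = 10% serum control; some compounds called inactive have numbers as strong as hits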
mIAP act = activators of mouse IAP, primary screen, biochemical, luminescence, uHTS; intestinal alkaline phosphatase [Mus musculus]; muIAP, CDP-Star luminescence, 30 min; hits give high values; 1 = vehicle-only enzyme signal, 0 = enzyme-free wells; activation factor at 10 µM; 330,000 tested, 0.24% active; AID 2805, 2010;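 active = activation factor of at least 2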; also: the source names both 10 and 20 µM as test concentration; values of inactives mirror those of a sister screen read the other way
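Assay system: mouse IAP enzyme / Compound: DMSO-dissolved test compounds / Timing: 30 min, room temperature / Measured by: luminescence from enzymatic CDP-Star hydrolysis / Control set: DMSO-only wells, enzyme-free buffer wells as negative control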
GRIN3A LBD mod = binders of NR3A ligand-binding domain, primary screen, biophysical, differential scanning fluorimetry, uHTS; Glutamate receptor ionotropic, NMDA 3A (GRIN3A) ligand-binding domain; 340,000 tested, 2.5% active; Tm shift relative to glycine control, % at 25 µM; NR3A LBD differential scanning fluorimetry, Tm shift; 0% = protein alone, 100% = glycine-bound protein; AID 1259313, 2017;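 active = melting temperature shift of at least 10% of the positive control shift, at one fixed dose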
Active calls of the source: *.

structure	APOBEC3G inh	hIAP act	APOBEC3A inh	hIAP block	mIAP inh	MPTP inh	beta cell repl	mIAP act	GRIN3A LBD mod
CSc1nc(C)cc(OCC(=O)N2CCOCC2)n1	-4.4	1.09	-1.6	-8.6	-14.2	-1.2	-2.2	1.14	-0.6
Cc1ccsc1C(=O)OCC(=O)c1ccc(OC(F)F)cc1	-5.2	0.91	-2.3	9.0	7.1	-1.0	-2.1	0.929	2.5
O=C(CN1CCN(C(=O)c2ccc(-c3nc4ccccc4s3)o2)CC1)Nc1ccc(F)cc1	-4.1	0.952	-2.2	4.8	1.4	2.0	-3.7	0.986	-3.9
C[C@H](CO)N1C[C@H](C)[C@@H](CN(C)C(=O)NC2CCCCC2)Oc2c(NC(=O)C3CC3)cccc2C1=O	-8.1	0.978	-2.6	2.2	-20.2	0.8	0.7	1.2	1.9
COc1cccc(C(=O)NC(=S)Nc2ccc3[nH]c(=O)[nH]c3c2)c1	-7.3	0.857	-5.3	14.3	13.4	1.7	-1.9	0.866	-4.4
CC(=O)c1ccccc1OCC(O)CN1CCN(CCN2C(=O)c3cccc4cccc(c34)C2=O)CC1 (centres undefined)	-4.4	0.938	15.4	6.2	9.5	29.2	-0.5	0.905	2.1
O=C(CCN1CCCCCC1)Nc1ccc(F)c(F)c1	-5.4	0.799	-1.0	20.1	10.3	0.2	3.1	0.897	673.0*
O=C(CCCCCNC(=O)c1ccccc1)N/N=C/c1ccc(O)cc1O	0.2	1.52	-4.9	-52.3	0.0	-2.4	-0.6	1	-15.1
Cc1cc(C)c(C(=O)N2CCCC(CNS(=O)(=O)N(C)C)C2)o1 (centres undefined)	-2.5	1.11	-1.5	-10.8	-1.8	-2.6	0.3	1.02	0.3
CC1CCN(c2nnc(N3CCC(C)CC3)c3ccccc23)CC1	-3.9	0.978	-0.4	2.2	4.0	5.0	-6.2	0.96	-1.4
O=C1N(Cc2ccccc2)c2ccc(Cl)cc2C12OCCO2	1.6	1.2	-5.7	-20.3	0.0	0.7	2.8	1	0.2
CC1=NNC(=O)C1CC(=O)N/N=C/c1ccc(C)o1 (centres undefined)	-1.6	0.944	2.2	5.6	0.4	2.5	-1.4	0.996	18.3*
CCCc1nn(C)c2c(=O)[nH]c(-c3cc(S(=O)(=O)Nc4ccc(NC(C)=O)cc4)ccc3OCC)nc12	-5.7	1.04	-3.7	-4.0	10.8	1.3	0.2	0.892	-3.4
CC1CCCCC1NC(=O)Cn1c(=O)cnc2ccccc21 (centres undefined)	0.8	1.01	0.8	-0.9	-2.9	0.4	-2.0	1.03	0.8
O=C(C1CCC1)N1CCc2cc(S(=O)(=O)NCc3cccnc3)ccc21	2.3	1.06	2.5	-5.7	3.5	-1.1	-0.1	0.965	-5.6
Cc1cccc2c1-c1sc(C(=O)NCCCN3CCC(C)CC3)cc1CO2	-5.1	1.02	-1.9	-2.5	-2.8	11.8	-7.9	1.03	-1.0

Reformatted with values under each structure: entries from further up
Values run as follows: APOBEC3G inh | hIAP act | APOBEC3A inh | hIAP block | mIAP inh | MPTP inh | beta cell repl | mIAP act | GRIN3A LBD mod
> O=C1N(Cc2ccccc2)c2ccc(Cl)cc2C12OCCO2
 : 1.6 | 1.2 | -5.7 | -20.3 | 0.0 | 0.7 | 2.8 | 1 | 0.2
> CC1=NNC(=O)C1CC(=O)N/N=C/c1ccc(C)o1 (centres undefined)
 : -1.6 | 0.944 | 2.2 | 5.6 | 0.4 | 2.5 | -1.4 | 0.996 | 18.3*

Remaining list, next part.
structure	APOBEC3G inh	hIAP act	APOBEC3A inh	hIAP block	mIAP inh	MPTP inh	beta cell repl	mIAP act	GRIN3A LBD mod
CCN1CCN(c2cc(C)c3cc(NC(=O)Cc4ccc(OC)c(OC)c4)ccc3n2)CC1	-14.7	1.17	13.2	-16.6	-5.5	0.6	-3.2	1.05	-3.9
Cc1ccc(C)c(NC(=O)C(Sc2nc3ccc(C)cc3[nH]2)c2ccccc2)c1 (centres undefined)	3.3	0.977	3.1	2.3	-8.2	84.5*	-6.0	1.08	-2.7
Cc1ccc(S(=O)c2ccc(NC(=O)C3CC3)cc2C#N)cc1 (centres undefined)	-5.1	0.967	-2.1	3.3	9.1	2.7	-0.9	0.909	-0.5
CCC1(CC)NC(=O)N(CC(=O)OC(C)C(=O)Nc2ccc(Cl)cn2)C1=O (centres undefined)	-8.3	1.1	1.4	-10.1	1.9	-1.4	-1.2	0.981	2.4
CCOP(=O)(OCC)C(NC(=O)c1cc([N+](=O)[O-])cc([N+](=O)[O-])c1)C(F)(F)F (centres undefined)	-4.7	0.867	2.0	13.3	4.8	0.8	0.4	0.952	-0.3
NC1=NC(=O)/C(=C\C=C\c2ccccc2)S1	0.5	1.29	6.8	-28.9	10.7	-0.4	-2.1	0.893	-19.8
Cc1cc(Cl)nc(Cl)c1C(=O)NCc1ccc(Cl)cc1	-2.8	1.01	-1.6	-0.8	0.4	-0.8	-0.2	0.996	-2.7
COc1ccc(S(=O)(=O)N(CC(=O)NCC2CCCO2)Cc2ccccc2)cc1 (centres undefined)	-7.1	1.09	-0.9	-9.4	1.3	-0.7	0.0	0.987	-1.5
COc1ccc(NS(=O)(=O)c2cc(NC(=O)CC3CCCC3)ccc2N2CCOCC2)cc1	-6.0	1.09	-3.2	-8.8	-3.6	-0.1	-3.3	1.04	-3.4
CC(=O)Nc1ccc(N2CCOCC2)c([N+](=O)[O-])c1	-4.2	0.858	3.3	14.2	5.0	-0.5	-2.0	0.95	-1.4
Nc1nc(COc2ccc(F)cc2)nc(N2CCCCC2)n1	-1.6	1.01	-4.9	-1.4	-9.8	-0.5	2.6	1.1	3.3
Cc1cc(C)c(Cc2c(C)nc3c(C(=O)NCc4ccco4)cnn3c2C)c(C)c1	-3.0	0.982	0.6	1.8	6.0	38.6	-5.5	0.94	0.3
O=C(c1ccco1)N1CCN(C(=O)c2ccc(COc3ccc4c(c3)CCC4)o2)CC1	1.9	0.992	9.1	0.8	-3.0	-0.4	0.1	1.03	-2.4
COc1ccc2cc(CCNC(=O)c3cccs3)c(=O)[nH]c2c1	-6.2	0.902	-0.6	9.8	2.2	-0.7	-2.8	0.978	0.4
CC(C)(C)S(=O)(=O)c1cnc(-c2ccccn2)nc1N	-3.4	1.12	-0.1	-12.2	-4.2	-0.9	-2.2	1.04	2.0
CC(=O)NC12CC3CC(C1)CC(C(=O)N1CCN(S(=O)(=O)c4cccc(F)c4)CC1)(C3)C2	-0.1	0.964	2.4	3.6	2.1	-0.4	2.7	0.979	4.6
N/C(=N\OC(=O)CCC1CCCC1)c1cccnc1	-5.4	0.887	1.2	11.3	-4.2	-1.6	0.0	1.04	1.0
CCOC(=O)N1CCN(CC(=O)N2c3ccccc3CC2C)CC1 (centres undefined)	-5.0	1.15	-1.0	-14.9	0.9	-0.4	0.6	0.991	-0.5
COc1ccc(-c2cc(C)no2)cc1S(=O)(=O)Nc1cccc(CN2CCCC2)c1	-0.7	1.07	-2.6	-7.3	6.5	0.2	-2.7	0.935	-1.1
CCOc1ccc(CN2CCN(CC3=Cc4cccc(OC)c4OC3)CC2CCO)cc1 (centres undefined)	-6.0	0.936	-1.7	6.4	13.2	2.7	-2.0	0.868	-0.2
COc1ccc(C(=O)NC(=S)NCc2cccnc2)cc1Br	-7.6	0.795	-5.8	20.5	11.1	0.4	0.5	0.889	0.2
CN1CCC(N(C)C(=O)/C=C/c2cn(-c3ccccc3)nc2-c2cccs2)CC1	-1.8	0.938	2.7	6.2	-2.5	-1.7	-5.3	1.02	-0.7
COC(=O)c1ccccc1NC(=O)CN1CCN(C(=O)c2ccco2)CC1	-3.2	0.748	-4.0	25.2	0.0	0.3	-0.5	1	1.9
CCN(CC)c1ccc(/C=C/C(=O)c2cccnc2)cc1	-4.7	1.01	-2.4	-1.1	3.3	-0.3	-2.5	0.967	-4.2
CC(=O)Nc1ccc(S(=O)(=O)Oc2ccc(/C=C3\SC(N)=NC3=O)cc2)cc1	-7.0	1.2	-2.3	-19.9	9.6	-0.6	-1.8	0.904	-12.8
COC(=O)Cn1cnc2c(cnn2-c2ccccc2)c1=O	-8.6	1.02	7.7	-1.6	0.4	-0.9	-2.7	0.996	-0.4
c1ccc(SSc2ccccc2)cc1	-1.2	1	0.8	-0.4	4.5	1.5	-7.7	0.955	2.0
CCCOc1ccc(OC(=O)Cc2ccc(OC)c(S(=O)(=O)N3CCOCC3)c2)cc1	-9.3	1.03	-3.0	-2.6	-7.5	-0.9	-6.2	1.07	-0.3
O=C(CSc1nnc(NC(=O)C2CC(=O)N(c3ccccc3)C2)s1)NC1CCCC1 (centres undefined)	-2.9	0.976	-0.1	2.4	1.8	1.2	-0.9	0.982	2.5
O=C(COC(=O)/C=C/c1cccc(Cl)c1)NCCc1ccccc1	-2.3	0.97	0.9	3.0	12.2	-1.0	-0.5	0.878	0.5
CCOC(=O)c1oc2cccc(OC(C)=O)c2c1C	1.4	0.94	0.7	6.0	-2.8	4.3	-2.1	1.03	3.5
OCCC1CN(Cc2cccn2-c2nccs2)CCN1Cc1ccc(F)c(F)c1 (centres undefined)	-2.4	0.984	1.0	1.6	-0.1	-0.1	5.1	1	-1.1
COc1ccccc1N1CCN(S(C)(=O)=O)CC1	8.6	1.05	2.4	-5.0	-22.0	-1.0	-2.9	1.22	0.8
COc1ccc(S(=O)(=O)N2CCN(C(=O)c3ccco3)CC2)cc1OC	1.0	0.813	2.5	18.7	-8.2	-1.2	0.0	1.08	-0.5
Cc1ccsc1/C=C(\CC(=O)O)c1nc2ccccc2o1	-9.2	0.91	-0.9	9.0	1.6	0.0	-4.8	0.984	0.1
CC1(c2ccccc2)NC(=O)N(CC(=O)N2CCN(S(=O)(=O)c3cccc([N+](=O)[O-])c3)CC2)C1=O (centres undefined)	-6.5	1.05	7.1	-5.0	3.7	-0.8	-3.6	0.963	0.4
Cc1ccc(C)c2[nH]c(=O)c(CCNC(=O)c3ccc(S(=O)(=O)N4CCOCC4)cc3)cc12	1.6	0.975	1.9	2.5	-3.4	5.4	0.0	1.03	0.8
Nc1cc2c(cc1O)CCCC2	1.4	0.922	-0.6	7.8	14.0	0.5	-3.2	0.86	-5.9
COc1ccc(C/C(C)=N/NC(=O)c2ccc(C)cc2C)cc1	2.9	1.04	2.2	-3.7	-4.5	-0.8	-0.1	1.04	0.1
CCCc1cc(=O)n2nc(N3CCC(C(=O)NCc4ccco4)CC3)sc2n1	10.3	0.793	-0.1	20.7	-1.8	1.1	-1.1	1.02	-0.7
Cc1[nH]n(-c2ccccc2)c(=O)c1C=Nc1cccc(F)c1	-3.0	1.12	-5.8	-12.3	-3.4	1.7	-1.7	1.03	0.9
